MmCpn inh: blocks the Methanococcus maripaludis chaperonin Mm-Cpn. Potency, µM (doses to about 76.9 µM), inactives show at the highest dose activity, negative = inhibition, actives largely listed as inhibitors. purified Mm-Cpn ATPase, ADP Transcreener TR-FRET. hit rate 0.031% among 330,000. AID 504842; note: potency is the fitted concentration of half-maximal effect; % is set by controls: 0 for no effect and ±100 for the full control effect; nearly all actives have a fitted effect of over 80% in size
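Compound-treated chaperonin, 25 nM final, turns over 10 uM ATP at 37°C for 30 min following a 10 min preincubation; ADP generated competes with ADP-d2 for Eu-cryptate antibody, lowering FRET.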
Akt phos inh: inhibitors of Akt phosphorylation; Neuro2A IGF-stimulated pAkt S473 HTRF, 20 min; hits give low values; activity change, % for hits at 50 µM; hit rate 0.32% among 360,000; in the data active = activity change below about -80%; inconclusive = mostly about -51% to -80%; note: % is set by controls: 0 for no effect and ±100 for the full control effect
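Single-point screen (50 µM final compound) in Neuro2A cells stimulated 20 min with 6 nM IGF at 37 deg C. After lysis, Ser473-phosphorylated Akt read by HTRF (ex 330 nm, em 615/665 nm) as the 665/615 ratio.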
Nrf2 ARE act: Nrf2 pathway activation; AREc32 ARE-luciferase reporter (MCF7-derived line), luminescence, 24 h; Potency, µM (titrated, usually from 46.1 µM), for the others: top-dose activation, actives largely listed as activators; hit rate 0.31% among 410,000; note: potency is the fitted concentration of half-maximal effect; % of control where 0% means no effect; nearly all actives have a fitted effect of over 65% in size
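Steps: seed AREc32_Fluc cells (1000/well, 5% FBS OPTI-MEM); incubate overnight at 37 deg C; add 23 nL compound; incubate 24 hr; add Steady-Glo; hold 30 min RT; read luminescence.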
TGFb SMAD3 inh: blocks TGF-b signaling; HepG2 CAGA-GFP TGF-b/SMAD3 reporter, GFP fluorescence, 18 h; TGF-beta stimulated, 500 pg/mL final; Potency, µM (doses to about 46.1 µM), for inactives: at the highest dose activity, negative = inhibition, actives largely listed as inhibitors; hit rate 1.2% among 410,000; note: potency is the fitted concentration of half-maximal effect; % is set by controls: 0 for no effect and ±100 for the full control effect; nearly all actives have a fitted effect of over 65% in size
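TGF-beta reporter screen: HEPG2 CAGA-GFP, 1% FBS, 500 pg/mL TGF-beta final, 18 h; per-cell GFP summed per well; curves fitted and categorized by class.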
A549 viability: kills or reduces viability of A549 cells in Nrf2 counter-screen. A549 ARE-Fluc cells, CellTiter-Fluor viability, 18-24 h. Potency, µM (top dose mostly 46 µM), inactives show top-dose activity change, negative = cytotoxicity, most hits filed as inhibitors. hit rate 0.16% among 390,000. AID 504648; note: potency is the fitted concentration of half-maximal effect; % is set by controls: 0 for no effect and ±100 for the full control effect
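A549 ARE-Fluc cells in 5% FBS OPTI-MEM, 5000 cells/well, rested 2 h then exposed to compounds in concentration-response for 18-24 h at 37 °C. Viability by CellTiter-Fluor fluorescence (Ex 405/Em 525) after 30 min; luciferase luminescence (BugLite, 15 min, RT) read afterwards.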
HepG2 viability: counter-screen for TGF-b inhibitors: cytotoxicity in HepG2 cells | Potency, µM (series often up to 46.1 µM), for the others: at the top dose activity change, negative = cytotoxicity, usual class: cytotoxic | HepG2 CAGA-GFP viability, ATP luminescence, 18 h | hit rate 0.76% among 410,000; note: potency is the fitted concentration of half-maximal effect; some results filed as inactive show a strong effect at the top dose
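CellTiter-Glo luminescence gave cytotoxicity after 18 hours at 37 degrees C. The cells were HepG2 CAGA-GFP in 1% FBS DMEM, stimulated with 500 pg/mL TGF-beta after compound addition. %Activity was normalised to no-cell wells (complete cell-killing) and DMSO (no toxicity), and curves were fitted and classified.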
Nrf2 inh: blocks Nrf2 signaling | Potency, µM (highest dose often 46 µM), without a hit: at the highest dose activity change, negative = inhibition, usual class: inhibitors | A549 ARE-Fluc reporter, luciferase luminescence, 18-24 h | hit rate 2.1% among 360,000; note: potency is the fitted concentration of half-maximal effect; % is set by controls: 0 for no effect and ±100 for the full control effect; nearly all actives have a fitted effect of over 60% in size
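Nrf2 function is reported as luminescence of an ARE-controlled luciferase in A549 cells. Compounds were tested at several concentrations, and a CellTiter-Fluor read on the same wells flagged cytotoxicity.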
CCT modulator: cytosolic chaperonin activity modulation | hit rate 0.3% among 360,000 | activity change, % (concentration not given with the values), hits read low | purified chaperonin ATPase assay, HTRF ADP detection, 30 min; in the data active = activity change below about -30%; note: % is set by controls: 0 for no effect and ±100 for the full control effect
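TRiC (40 or 20 nM final, by batch activity) in 30 mM Tris pH 7.4, 100 mM KCl, 5 mM MgCl2, 1 mM DTT was treated with compound at 76 uM single dose, then 10 uM ATP, 30 min at 37 °C. ADP was read by HTRF Transcreener.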
Abeta yeast res: restores growth of yeast expressing A-beta42 peptide; yeast expressing A-beta42, growth rescue, OD600, 48 h; response scale: 0% DMSO, 100% iron-clioquinol control; Potency, µM (doses to about 46.1 µM), without a hit: at the top dose growth rescue, usual class: activators; hit rate 0.063% among 410,000; AID 1347071; note: potency is the fitted concentration of half-maximal effect; nearly all actives have a fitted effect of over 55% in size
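Growth rescue measured by 600 nm absorbance after 48 h yeast culture at 30 C with compound. Values normalized between DMSO and an equimolar ferric chloride plus clioquinol control.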
Numbers without * were called inactive; i = inactive; u = inconclusive; x = no result given; & = joins results of further samples. Unless noted, calls come from the whole dose curve; as a rule, active = well fitted curve in the direction sought with a large enough effect; inconclusive = small, poorly fitted or top-dose-only effect, or another doubt; inactive = no such curve, though single readings can be large; an effect the other way counts as inactive or inconclusive.

canonical_smiles	CCT modulator	A549 viability	HepG2 viability	TGFb SMAD3 inh	Akt phos inh	MmCpn inh	Nrf2 inh	Abeta yeast res	Nrf2 ARE act
O=C(NCc1ccccc1)N1CCNCC1	-3.4	8%	-1%	10%	i	-2%	-3%	4%	0.1%
O=C(Nc1ccccc1)c1ccc2snnc2c1	-0.2	1%	-4%	-1%	i	0%	22%	-9%	3.1%
COc1ccccc1N1CCN(c2csc3ccc(Cl)cc3c2=O)CC1	x	1%	-8%	-13%	x	x	x	-5%	0.8%
O=C(CCn1cccn1)Nc1ccc2c(c1)OCO2	-3.6	1%	-5%	1%	i	-2%	3%	9%	0.7%
CCc1ccc(CNC(=O)C2COc3ccc(OC)cc3C2)cc1 (stereo unspecified)	x	12%	0%	0%	x	x	x	-8%	0.0%
COc1ccccc1CNC(=O)CCc1c(C)nn(-c2ccc(N3CCOCC3)nn2)c1C	x	3%	-2%	-16%	x	x	29%	1%	0.6%
COCCOC1CCN(C(=O)C2CCC(=O)N(Cc3cccc(F)c3)C2)CC1 (stereo unspecified)	-8.0	1%	-33%	18%	i	-1%	1%	6%	0.2%
CCCCC(=O)Nc1ccc(C(=O)NCc2ccncc2)cc1	-1.2	1%	4%	18%	i	2%	-19%	19%	1.4%
CCC(=O)Nc1nc(C)cc(SCC(=O)OC)n1	1.4	7%	7%	6%	i	1%	x	-17%	-0.4%
CC1(C)CC(=O)c2sc(NS(=O)(=O)c3cc(Cl)ccc3Cl)nc2C1	-0.3	4%	-5%	0%	i	1%	5%	-13%	-0.1%
O=C(OCC(=O)C12CC3CC(CC(C3)C1)C2)c1cccnc1	-0.5	0%	2%	-9%	i	-3%	15%	5%	-0.3%
C=CCc1ccccc1OCC(O)CN1CCN(CCN2C(=O)c3cccc4cccc(c34)C2=O)CC1 (stereo unspecified)	-1.5	-10%	-99%	14µM*	i	-7%	1%	-2%	-1.7%
COc1cc(C2/C(=C(\O)c3ccc4c(c3)CC(C)O4)C(=O)C(=O)N2CCN2CCOCC2)cc(OC)c1OC (stereo unspecified)	-1.9	u	16%	3%	i	-22%	u	-18%	2.2%
COc1ccc(C(=O)Nc2ccc(N3CCN(C(=O)C(C)C)CC3)cc2)cc1[N+](=O)[O-]	-0.1	-7%	2%	-2%	i	-3%	-26%	17%	-0.2%
Cc1ccc(Cn2ccc(NC(=O)c3noc4c3CCCCC4)n2)cc1	-0.5	1%	-4%	-19%	i	0%	-4%	27%	0.5%
CCCC(O)c1nc2ccccc2n1CCCOc1ccc(Cl)cc1 (stereo unspecified)	x	2%	-41%	u	x	x	6%	-20%	2.0%
CCOC(=O)c1sc(NC(=O)c2cc(-c3ccccc3)nc3ccccc23)c(C#N)c1C	-1.8	u	-4%	u	i	0%	4.6µM*	11%	0.2%
COC(=O)c1c(C)oc2ccc(N(C(=O)c3ccncc3)S(=O)(=O)c3ccc(C)cc3)cc12	0.5	u	-30%	u	i	1%	10µM*	-10%	-0.3%
COC(=O)C1=C(C)N(Cc2ccco2)C(=O)N[C@@H]1c1ccco1	-1.0	-1%	-4%	-13%	i	x	-11%	4%	-1.0%
Cc1ccc(N2CCN(C(=O)c3c(C)oc4nc(C)nc(N5CCCC5)c34)CC2)c(C)c1	x	-1%	1%	-3%	x	x	0%	8%	0.2%
COc1ccc(Br)cc1C1NC(c2ccc3c(c2)OCO3)=CC(c2cc(Cl)ccc2O)N1 (stereo unspecified)	x	-2%	11µM*	u	x	x	-15%	x	x
N#Cc1ccc(NC(=O)COCc2cc(-c3ccc4c(c3)OCO4)on2)cc1	x	-1%	-7%	5%	x	x	-23%	5%	-0.5%
CCOc1ncccc1C(=O)OCC(=O)Nc1ccc(C)c(S(=O)(=O)N(C)C)c1	-1.5	0%	-2%	-1%	i	2%	20%	-16%	0.3%
Cn1c(=O)c2nc(SCC(=O)Nc3cc(Cl)ccc3Cl)n(C)c2n(C)c1=O	x	3%	8%	13%	x	x	x	4%	-0.1%
FC(F)(F)c1cnc(Oc2cccc3ccccc23)c(Cl)c1	-0.4	6%	12%	7%	i	-1%	7%	9%	4.7%
CCOc1ccc(OCC)c(NC(=O)Cn2ncc3c4ccccc4n(Cc4ccccc4)c3c2=O)c1	x	10%	-13%	-1%	x	x	-3%	-8%	-0.7%
CCN(C(=O)COC(=O)c1cccnc1Nc1cccc(C(F)(F)F)c1)C1CCS(=O)(=O)C1 (stereo unspecified)	-0.7	2%	-11%	-3%	i	-1%	5%	0%	11µM*
O=C(NC(=S)N1CCCCC1)C12CC3CC(CC(C3)C1)C2	-0.7	-8%	-2%	-2%	i	0%	13%	-2%	-0.2%
Fc1cccc(Nc2c3c(nc4ccccc24)CCC3)c1	-2.0	-6%	-19%	-26%	i	2%	-3%	-8%	1.8%
O=C(CN1CCCC1)Nc1ccc([N+](=O)[O-])cc1	1.0	3%	-11%	8%	i	1%	-8%	-1%	-0.9%
CC(C)Oc1ccc(C(=O)NCc2cccnc2)cc1	-1.7	-8%	-11%	-1%	-119%*	0%	3%	16%	-0.9%
Cc1ccccc1C(=O)N1CCC[C@H]1C(=O)N1CCC[C@H]1C(=O)NCc1ccccn1	1.5	x	x	x	i	x	x	-7%	0.2%
CCOC(=O)CC(=O)CSC1=C(C#N)C(c2ccccc2OC)CC(=O)N1 (stereo unspecified)	-2.8	-1%	5%	0%	i	-2%	19%	31%	-0.4%
CCn1c(C)nc2cc(C(=O)N3N=C(CCOC)CC3(O)C(F)(F)F)ccc21 (stereo unspecified)	-2.2	5%	1%	0%	i	0%	4%	4%	-0.3%
COc1cc(OC)cc(C(=O)Nc2nc(CC(=O)NC(C)c3ccccc3)cs2)c1 (stereo unspecified)	-0.4	1%	-2%	-5%	i	-2%	-4%	u	-0.5%
O=C(COc1ccc2ccccc2c1)N1CCN(c2ccccc2)CC1	0.9	-7%	-2%	17%	i	1%	-30%	16%	0.1%
Cn1c(=O)c2c(nc(SCC(=O)Nc3ccc(F)cc3)n2Cc2ccccc2)n(C)c1=O	x	-7%	-6%	1%	x	x	2%	-18%	-1.0%
O=c1[nH][nH]c2c1[C@H](c1ccc(Cl)cc1)O[C@H](CCc1ccccc1)C2	0.9	x	x	x	i	x	x	-4%	-0.4%
COc1ccc(OCCSc2n[nH]c(N)n2)cc1	0.8	3%	-1%	5%	i	1%	x	-4%	0.1%
NS(=O)(=O)c1cccnc1Nc1cccc(C(F)(F)F)c1	-1.4	28%	-8%	u	i	x	u	5%	3.0%
NC(=O)c1cccc(-c2ccnc3c2CC(C(=O)NCC2CC2)O3)c1 (stereo unspecified)	0.1	x	2%	10%	i	x	x	-7%	5.4%
COC(=O)c1ccccc1NC(=O)CCc1c(C)nc2c(c(C)nn2-c2ccccc2)c1C	x	9%	-13%	-5%	x	x	13%	-4%	0.3%
Cc1ccc(NC(=O)CN2CCN(Cc3ccccc3)CC2)cc1	0.4	1%	-8%	-16%	i	0%	0%	-6%	0.3%
Cc1nc(N2CCOCC2)c2c(C(=O)N(C)Cc3ccccc3)c(C)oc2n1	x	9%	7%	-3%	x	x	17%	-11%	-0.2%
NC(=O)[C@H]1CC2(CC(c3cccc(NC(=O)COc4ccc(Cl)cc4)c3)=NO2)CN1C(=O)c1ccc(Cl)cc1 (stereo partly specified)	-0.8	u	-4%	18µM*	i	-5%	26µM*	-3%	-3.3%
Cc1ccc(S(=O)(=O)N(C)C[C@H]2OCc3cn(nn3)CCCC(=O)N([C@@H](C)CO)C[C@@H]2C)cc1	-1.3	x	2%	12%	i	x	x	-7%	-0.1%
CC1CC(NC(=O)c2cnc3n(c2=O)CCS3)CC(C)(C)C1 (stereo unspecified)	-0.3	2%	-4%	14%	i	0%	-1%	-5%	-0.5%
CC(NC(=O)Cc1ccc(F)cc1)c1ccc(F)cc1 (stereo unspecified)	0.6	-4%	7%	-14%	i	-19%	0%	3%	-0.5%
Cc1cccc(N2CCN(S(=O)(=O)c3ccc4c(c3)CCCN4C(=O)C3CCC3)CC2C)c1 (stereo unspecified)	-0.1	-1%&1%	-15%&-16%	-4%&-10%	i	1%	u	10%&3%	-0.6%&-0.5%
COc1ccccc1N1C(=NC(=O)COc2ccccc2)SC2CS(=O)(=O)CC21 (stereo unspecified)	-0.1	-8%	-1%	4%	i	2%	-4%	14%	0.1%
CCOc1ccc(CCNC(=O)COC(=O)c2cccc(S(=O)(=O)N3CCCC3)c2)cc1OCC	0.8	0%	2%	1%	i	-3%	1%	10%	-0.6%

Filtered by structure, the compounds so far with an NH in an aromatic ring (two)
canonical_smiles	CCT modulator	A549 viability	HepG2 viability	TGFb SMAD3 inh	Akt phos inh	MmCpn inh	Nrf2 inh	Abeta yeast res	Nrf2 ARE act
O=c1[nH][nH]c2c1[C@H](c1ccc(Cl)cc1)O[C@H](CCc1ccccc1)C2	0.9	x	x	x	i	x	x	-4%	-0.4%
COc1ccc(OCCSc2n[nH]c(N)n2)cc1	0.8	3%	-1%	5%	i	1%	x	-4%	0.1%
